# IkB sig inh: suppresses IkB signaling in ABC-DLBCL reporter cells; 110,000 compounds, 0.04% hits; Potency, µM (doses to about 57.1 µM), inactives show at the highest dose IkBa stabilization activation; ABC-DLBCL IkBa-CBG/CBR dual luciferase ratio, 4 h; response scale: scaled: untreated 0%, proteasome inhibitor 100%; active = well fitted curve in the direction sought with a large enough effect in the signal ratio, not every such curve was filed as active; inconclusive = small, poorly fitted or top-dose-only effect, or a change in a side signal; the % refers to the signal ratio;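 also: the direction sought is a rising ratio; 0% = basal untreated cells and 100% = reference inhibitor full response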
#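 Luminescence ratio of IκBα-fused green versus native red beetle luciferase in OCI-Ly3 cells, 4 h post-doxycycline with compound; red signal alone, scaled from basal (0%) to zero light (-100%), flagged nonspecific or cytotoxic effects.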
# p53ts 32C kill: kills p53ts cells at the permissive temperature. Potency, µM (doses to about 46.1 µM), inactives show at the top dose activity change, negative = cytotoxicity, most hits filed as cytotoxic. 130,000 compounds, 0.93% hits. H1299-p53A138V at 32C, ATP luminescence viability, 24 h;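 also: 0% = DMSO and -100% = full killing by reference compound; nearly all actives have a fitted effect of over 55% in size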
#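 H1299-p53 A138V cells (temperature-sensitive p53) exposed 24 h to up to 46 uM compound at 32C, where p53 is wild-type in conformation. Viability read as ATP luminescence and normalised to DMSO and 100 uM tamoxifen. AC50 fitted with the Hill equation.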
# Peg3 imprint: genomic imprint erasure induction. mouse ES Peg3-LacZ reporter, beta-gal luminescence, 40 h. Potency, µM (top dose mostly 60.7 µM), for the others: top-dose activity change, positive = activation, hits mostly activators. 110,000 compounds, 0.02% hits;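 also: 0% = negative control wells on the plate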
#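 Gelatin-coated wells received 300 freshly trypsinized female ES cells with a Peg3LacZ-Neo reporter on the maternal allele, then incubated 40 hours at 37C. BetaGlo was added for 5 minutes at room temperature before a single luminescence read.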
# p53ts 39C kill: p53ts cell cytotoxicity, nonpermissive temperature | H1299-p53A138V viability at 39C, ATP luminescence, 24 h | Potency, µM (titrated, usually from 46.1 µM), for the others: top-dose activity change, negative = cell killing, usual class: cytotoxic | 130,000 compounds, 1.5% hits; also: nearly all actives have a fitted effect of over 55% in size
# An asterisk follows results filed as active; ? = inconclusive; nt = no result given; [ ] = remark or other dose. Unless noted, calls follow the shape of the dose curve; as a rule, active = well fitted curve in the direction sought with a large enough effect; inconclusive = small, poorly fitted or top-dose-only effect, or another doubt; inactive = no such curve, though single readings can be large; an effect the other way counts as inactive or inconclusive. Unless noted, % is scaled to controls: 0 for no effect and ±100 for the full control effect; potency is read from the fitted curve at half-maximal effect. Rows are unselected. About 1.7% of those tested had a hit in this group.
SMILES,IkB sig inh,p53ts 32C kill,Peg3 imprint,p53ts 39C kill
COc1ccccc1Nc1nc2ccccc2[nH]1,8.6%,?,-53%[inhibitor],?
Cc1ccc(C)c(NC(=O)c2cc(S(=O)(=O)N3CCN(c4cccc(Cl)c4)CC3)ccc2F)c1,?,4%,-11%[10.9 µM],-17%
O=C(/C=C\c1ccc(O)cc1)c1ccc(O)cc1O,0.5%,24%,nt,35%[activator]
COc1cc(OC)c(NC(=O)Nc2cccc(OCc3cc(=O)n4ccccc4n3)c2)cc1Cl,?,-3%,9%[10.9 µM],36%[activator]
CCOC(=O)CN1C(=O)C(O)(CC(=O)c2ccco2)c2ccccc21 (stereo not drawn),-0.7%,-3%,-15%,-4%
O=C(CCNS(=O)(=O)c1ccc2c(c1)CCN2C(=O)C1CC1)N1CCN(c2ccccc2F)CC1,0.8%,-3%,-8%[10.9 µM],-11%
Cc1ccc(COC(=O)c2[nH]c3c(c2C)C(=O)CC(c2ccc(N(C)C)cc2)C3)cc1 (stereo not drawn),3.5%,5%,-2%[10.9 µM],3%
CC1(C)Cc2nc(N3CCOCC3)c(C#N)cc2CO1,-2.2%,1%,8%,2%
CCOC(=O)N1CCN(c2c(NCCc3ccc(OCC)c(OCC)c3)c(=O)c2=O)CC1,-1.2%,1%,-4%,0%
CCOc1ccc(C(=O)Nc2nnc(C)s2)cc1OCC,1.1%,3%,9%,-5%
Cc1ccc(S(=O)(=O)NCC(=O)N(CC(=O)NCC2CCCO2)C2CCCC2)cc1 (stereo not drawn),?,5%,1%,7%
O=C(CN1C(=O)CCS(=O)(=O)c2ccccc21)NCc1ccccc1,-0.4%,-2%,-5%,-8%
O=C(CSc1nc(-c2ccc(F)cc2)[nH]c1-c1ccccc1)NCC1CCCO1 (stereo not drawn),?,11%,12%[10.9 µM],-3%
COc1ccc(-n2cc(C(=O)OCc3ccc(F)c(F)c3)c3ccccc3c2=O)cc1,1.8%,-5%,-7%[10.9 µM],-3%
Cc1ccc2c(c1)c(=O)c1ccccc1n2CCCC(=O)Nc1ccc(Cl)cc1C,?,-10%,-16%[10.9 µM],-9%
C/C(Cl)=C/Cn1c(SC(C)C)nc2c1c(=O)[nH]c(=O)n2C,-0.6%,4%,-14%,-11%
O=c1cc(-c2ccccc2)n2c(SCc3ccc([N+](=O)[O-])cc3)nnc2[nH]1,1.2%,-3%,-19%[10.9 µM],4%
COc1ccc(C2C(C(C)=O)=C(Nc3ccccc3)CC(C)(O)C2C(C)=O)cc1OC (stereo not drawn),nt,4%,nt,17%
Cc1c(-c2ccccc2)oc2c(C(=O)OCCN3CCCCC3)cccc2c1=O,-1.6%[25.6 µM],2%[20.6 µM],6%[16.8 µM],5%[20.6 µM]
CNc1nc(SCc2ccccc2)nc(N2CCOCC2)n1,-5.6%,6%,-12%,14%
COc1ccc(S(=O)(=O)C(C#N)c2nc3ccccc3nc2N2CCCCC2)cc1 (stereo not drawn),3.5%,-9%,8%,9%
O=P(c1cccs1)(c1cccs1)c1cccs1,-1.9%,6%,-7%,3%
Cc1cc(Nc2ccc(C)c(C)c2)n2cnnc2n1,?,-4%,11%[10.9 µM],-15%
CCSc1nc2c(c(=O)[nH]c(=O)n2C)n1Cc1ccc(Cl)cc1,-0.2%,1%,-9%,-11%
COc1ccc(CCNC(=O)c2cnc3sc(N4CCC(C)CC4)nn3c2=O)cc1OC,-4.6%,-6%,-6%[10.9 µM],16%
CCc1ccccc1NS(=O)(=O)c1ccc(-c2coc(C)n2)cc1,2.5%,7%,7%[10.9 µM],-11%
CCOCc1nnc(NC(=O)c2cccs2)s1,8.5%,-4%,-14%,20%
CCOC(=O)C1CCCN(C(=O)CNS(=O)(=O)c2ccc(Br)s2)C1 (stereo not drawn),-0.8%,17%,-6%,2%
Cn1c(N)c(C(=O)COC(=O)c2ccco2)c(=O)n(C)c1=O,0.3%,4%,-2%,-3%
Cc1cc2nc(-c3ccco3)cc(C(F)(F)F)n2n1,0.0%,-3%,3%,-5%
CCn1c2ccccc2c2cc(NC(=O)COC(=O)C3CCC(=O)N3)ccc21 (stereo not drawn),0.3%,5%,-6%,2%
O=c1cc(N2CCN(c3cccc(Cl)c3)CC2)[nH]c(=O)n1C1CCCCC1,2.6%,?,5%,-17%
O=c1cnc2cnc(Oc3ccccc3)nc2n1Cc1ccc(F)cc1,-0.3%[11.4 µM],-2%,nt,3%
CC(C)(C)OC(=O)N1CCC(c2c(C(=O)NC3CCN(Cc4ccccc4)CC3)cnn2-c2ccc(F)cc2F)CC1,?,6%,5%[10.9 µM],22%
Cc1cc2c(c(=O)n1CCN(C)C)C(c1ccccc1Br)C(C#N)=C(N)O2 (stereo not drawn),-0.7%,9%,-5%,16%
Cc1ccc(CNc2ncnc3c2c(-c2ccccc2)cn3-c2ccccc2)cc1,-1.5%,9%,-10%[10.9 µM],-7%
COc1ccc(Cl)cc1NC(=O)CN(C)S(=O)(=O)c1ccc2c(c1)CCCN2C(C)=O,?,4%,-7%[10.9 µM],?
Cc1ccccc1NC(=O)CCc1c(C)nc2c(c1C)c(=O)n(C)c(=O)n2C,?,1%,11%[10.9 µM],3%
COc1ccccc1S(=O)(=O)Cc1ccc(C(=O)N2CCN(c3ccc(C)cc3)C(C)C2)o1 (stereo not drawn),?,?,-26%,-16%
CCOc1cc(CNCCSc2nnnn2C)cc(Cl)c1OCc1ccc(Cl)cc1,?,-21%,-18%[10.9 µM],?
Cc1ccccc1N(C)S(=O)(=O)c1nnc(NC(=O)C(C)C)s1,-0.4%,-7%,-11%[10.9 µM],-3%
COCCCNC(=O)CSc1nc(-c2ccc(OC)cc2)[nH]c1-c1ccc(OC)cc1,0.3%,3%,-12%[10.9 µM],-20%
Cc1ccc(S(=O)(=O)N2CCCN(S(=O)(=O)c3ccc4c(c3)OCCO4)CC2)cc1,7.4%,1%,nt,4%
O=C1C=C[C@@H](O)[C@H]2[C@@H]3C(=O)N(C[C@@H]4CCCO4)C(=O)[C@@H]3CC[C@H]12,nt,-8%[9.22 µM],nt,10%[9.22 µM]
COc1ccc(C2=NC(C)(C)N(CC(=O)Nc3ccc(F)c(F)c3)C2=O)cc1,?,-2%,4%[10.9 µM],-18%
COC(=O)c1[nH]c2ccccc2c1NC(=O)CCN1CCSCC1,-3.7%,3%,-11%,12%
COc1ccc(Nc2ncnc3c2cnn3Cc2ccccc2)cc1OC,-1.2%,12%,-15%,1%
CCc1ccc(S(=O)(=O)N(C(=O)Oc2ccccc2)c2ccc3oc(C)c(C(=O)OC)c3c2)cc1,3.0%,16%,-22%[10.9 µM],12%
COC(=O)COc1ccc(S(=O)(=O)Nc2ccc(C(N)=O)cc2)cc1Cl,-1.2%,3%,-14%,6%
Cc1nnc(Nc2ccc(C(=O)N3CCOCC3)cc2)c2ccccc12,1.2%,5%,-7%,6%
COCCn1c(=S)[nH]c2cc(C(=O)N3CCN(c4ccccc4OC)CC3)ccc2c1=O,2.1%,-3%,14%,-15%
O=C(CN1CCN(C(=O)c2ccco2)CC1)Nc1ccccc1-c1ccccc1,?,-7%,-19%,9%
Cc1ccc(NC(=O)CSc2nc3c(oc4ccccc43)c(=O)n2Cc2ccco2)cc1,-1.2%,-2%,11%[10.9 µM],3%
Cc1ccc2[nH]c3nc(CCCn4ccnc4-c4ccccc4)nnc3c2c1,nt,2%[9.22 µM],nt,0%[9.22 µM]
CCCn1c(CCC(=O)Nc2ccc(OCC)cc2)nc2cccnc21,?,-7%,-14%[10.9 µM],13%
c1ccc2cc(OCc3nc4ccccc4[nH]3)ccc2c1,nt,10µM*,nt,13µM*
CCOC(=O)C1CCN(C(=O)c2ccc(Cl)c(S(=O)(=O)N3CCOCC3)c2)CC1,1.6%,-1%,-7%,-3%
COc1ccc(-c2cc(C(F)(F)F)nc(SCC(=O)Nc3cc(C)on3)n2)cc1OC,0.1%,-1%,-7%,-18%
Cc1ccc(NC(=O)CSc2nc(-c3cccs3)nc3cc(=O)[nH]n23)cc1C,?,11%,-4%[10.9 µM],-1%
CCCN(CCC)C(=O)Cn1c(=O)n(-c2ccc(C)c(C)c2)c(=O)c2c3c(sc21)CCCCC3,?,13%,-11%[10.9 µM],7%

# Some of these compounds in order of the Peg3 imprint value, largest number first:
compound	Peg3 imprint
COCCn1c(=S)[nH]c2cc(C(=O)N3CCN(c4ccccc4OC)CC3)ccc2c1=O	14%
COC(=O)COc1ccc(S(=O)(=O)Nc2ccc(C(N)=O)cc2)cc1Cl	-14%
O=C(CN1CCN(C(=O)c2ccco2)CC1)Nc1ccccc1-c1ccccc1	-19%

# Remaining list, next part:
SMILES,IkB sig inh,p53ts 32C kill,Peg3 imprint,p53ts 39C kill
CSc1ccccc1NC(=O)c1cccnc1,11%,-2%,2%,14%
O=C(NCC1CCCO1)c1ccc(S(=O)(=O)N2CCCCC2)cc1 (stereo not drawn),1.7%,1%,-5%,0%
Cc1cc(=O)[nH]c2nnc(SCc3cccc(F)c3)n12,0.9%,5%,-6%[10.9 µM],11%
CC(C)c1ccc(/C=C(\C#N)c2nc(-c3ccc(O)cc3)cs2)cc1,-0.6%,?,-17%[10.9 µM],?
C[C@@H](C(=O)Nc1ccc2ccccc2c1)[C@@H]1C[C@@]1(C)[C@@H](N)c1ccccc1,nt,-3%,-12%,-28%
CCOC(=O)Cc1nnc(NC(=O)COc2ccc(C)cc2)s1,0.5%,0%,21%,-6%
Nc1nonc1-c1nc2ccccc2n1CC(=O)Nc1cccc(C(F)(F)F)c1,?,3%,16%[10.9 µM],?
Oc1cccc(C=NCc2ccccc2)c1O,nt,-20%,nt,-19%
Cc1cccc(C)c1NC(=O)c1sc(-n2nc(C)c(Cc3ccc4c(c3)OCO4)c2C)nc1C,-0.5%,5%,-11%[10.9 µM],16%
Cc1ccccc1NC(=O)CCN1CCN(Cc2ccccc2)CC1,nt,-1%,nt,13%
Cc1oc2ccc(OCc3ccc(F)cc3)cc2c1C(=O)O,-1.6%,8%,-12%,11%
CCC(=O)Nc1ccccc1Oc1ccccc1,-1.2%,-7%,-22%,2%

# Laid out differently: 11 of the compounds above.
Structure	IkB sig inh	p53ts 32C kill	Peg3 imprint	p53ts 39C kill
Cc1ccc(CNc2ncnc3c2c(-c2ccccc2)cn3-c2ccccc2)cc1	-1.5%	9%	-10%[10.9 µM]	-7%
COc1ccc(Cl)cc1NC(=O)CN(C)S(=O)(=O)c1ccc2c(c1)CCCN2C(C)=O	?	4%	-7%[10.9 µM]	?
Cc1ccccc1NC(=O)CCc1c(C)nc2c(c1C)c(=O)n(C)c(=O)n2C	?	1%	11%[10.9 µM]	3%
COc1ccccc1S(=O)(=O)Cc1ccc(C(=O)N2CCN(c3ccc(C)cc3)C(C)C2)o1 (stereo not drawn)	?	?	-26%	-16%
CCOc1cc(CNCCSc2nnnn2C)cc(Cl)c1OCc1ccc(Cl)cc1	?	-21%	-18%[10.9 µM]	?
Cc1ccccc1N(C)S(=O)(=O)c1nnc(NC(=O)C(C)C)s1	-0.4%	-7%	-11%[10.9 µM]	-3%
COCCCNC(=O)CSc1nc(-c2ccc(OC)cc2)[nH]c1-c1ccc(OC)cc1	0.3%	3%	-12%[10.9 µM]	-20%
Cc1ccc(S(=O)(=O)N2CCCN(S(=O)(=O)c3ccc4c(c3)OCCO4)CC2)cc1	7.4%	1%	nt	4%
O=C1C=C[C@@H](O)[C@H]2[C@@H]3C(=O)N(C[C@@H]4CCCO4)C(=O)[C@@H]3CC[C@H]12	nt	-8%[9.22 µM]	nt	10%[9.22 µM]
COc1ccc(C2=NC(C)(C)N(CC(=O)Nc3ccc(F)c(F)c3)C2=O)cc1	?	-2%	4%[10.9 µM]	-18%
COC(=O)c1[nH]c2ccccc2c1NC(=O)CCN1CCSCC1	-3.7%	3%	-11%	12%

# Additional structures.
SMILES,IkB sig inh,p53ts 32C kill,Peg3 imprint,p53ts 39C kill
CCc1ccc(NC(=O)c2sc3nc(C)c(Cl)c(C)c3c2NC(=O)c2ccccc2)cc1,-0.2%,-6%,2%[10.9 µM],27%
CC1(C)CC(=O)C=C(N2CCN(C3=CC(=O)CC(C)(C)C3)CC2)C1,0.8%,-3%,-6%,-1%
CCOC(=O)c1c(C)[nH]c(C)c1C(=O)CN1C(=O)NC(CC(C)C)C1=O (stereo not drawn),0.5%,9%,-9%,10%
CN1CCN(C(=O)C(=O)Nc2c3c(nn2-c2ccc(Cl)cc2)CSC3)CC1,-0.8%,8%,4%[10.9 µM],2%
CCN1CCN(c2ncc3c(n2)CCN(Cc2ccc(OC)c(OC)c2)C3)CC1,0.5%,-3%,-15%[10.9 µM],3%

# Compound activity from PubChem.
